Screens deposited in PubChem by National Center for Advancing Translational Sciences (NCATS).
UDG counterscr = Primary qHTS assay for inhibitors of Activation Induced Cytidine Deaminase (AID): UDG Counterscreen signal; Uracil-DNA glycosylase; FRET deamination/UDG coupled assay, UDG read, 4 h; Potency, µM (series often up to 115 µM), inactives show at the highest dose activity change, negative = inhibition, hits mostly inhibitors; actives 0.14% (n = 91,000); AID 1347430, 2020; also: nearly all actives have a fitted effect of over 65% in size
AID inh = Primary qHTS assay for inhibitors of Activation Induced Cytidine Deaminase (AID): AID signal; AID deamination FRET fluorescence, UDG-coupled, 4 h; Potency, µM (top dose mostly 115 µM), for the others: at the top dose activity change, negative = inhibition, actives largely listed as inhibitors; actives 0.32% (n = 91,000); also: nearly all actives have a fitted effect of over 25% in size
Target sequence (Q9GZX7 whole entry, looked up): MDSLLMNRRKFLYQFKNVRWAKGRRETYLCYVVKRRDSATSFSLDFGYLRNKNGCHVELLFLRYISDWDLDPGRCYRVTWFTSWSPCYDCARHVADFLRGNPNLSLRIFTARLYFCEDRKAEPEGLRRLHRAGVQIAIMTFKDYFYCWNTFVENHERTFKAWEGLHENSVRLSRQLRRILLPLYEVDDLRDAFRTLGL
Numbers without * were called inactive; ? = inconclusive; [ ] = remark or other dose. Calls follow the shape of the dose curve; as a rule, active = well fitted curve in the direction sought with a large enough effect; inconclusive = small, poorly fitted or top-dose-only effect, or another doubt; inactive = no such curve, though single readings can be large; an effect the other way counts as inactive or inconclusive. % is scaled to controls: 0 for no effect and ±100 for the full control effect; potency is read from the fitted curve at half-maximal effect. A portion of the library, so the mix of outcomes need not match the whole.

SMILES	UDG counterscr	AID inh
COc1cccc(CN2C(=O)C3(SCC(=O)N3c3cc(C)cc(C)c3)c3ccccc32)c1 (stereo not given)	-2%	-23%
Cc1cc(C)cc(Nc2nc(N)c(C#N)c(CC#N)c2C#N)c1	-4%	0%
CCOc1ccc(NS(=O)(=O)c2cc3c(cc2Cl)NC(=O)CO3)cc1	?	34%[activator]
CCN(CC)CC12CC3CCC(CC(C3)C1)C2	1%	-7%
CCCN1CCN(CCCNC(=O)Cn2nc(C)n3c(cc4c(OC)cccc43)c2=O)CC1	-9%	-5%
Cc1oc(-c2ccccc2)nc1CC(=O)NCCN(C(C)C)C(C)C	-5%	-4%
Cc1cccc(NC(=O)c2ccccc2SCC(=O)NCc2ccco2)c1	2%	0%
COc1cccc(-c2ccc(-c3noc(-c4ccccc4Br)n3)c(OC)n2)c1	15%	21%
Oc1ccccc1O	-8%	-3%
CCN(C(=O)C1CCC(CNS(=O)(=O)c2cccc3nsnc23)CC1)c1ccccc1 (stereo not given)	-4%[57.5 µM]	10%[57.5 µM]
CCOC(=O)c1c(Oc2ccc(C(=O)OC)cc2)nnc(-c2ccccc2)c1-c1ccccc1	-7%	?
Cc1ccc(S(=O)(=O)c2cn(CC(=O)Nc3ccc(C)c(Cl)c3)c3ccc(C)cc3c2=O)cc1	-3%	-13%
COc1cc(C#N)cc(OC)c1OC	2%	5%
COc1ccc(C)cc1NC(=O)c1ccc2c(c1)CCN2S(=O)(=O)c1ccc(Cl)cc1	-5%	?
Oc1ccc(C2(c3ccccc3O)CCCCC2)cc1	3%	-1%
CCCCCn1nc(C(=O)Nc2ccc3nc(N4CCOCC4)sc3c2)c2ccccc2c1=O	-1%	11%
COc1cc(CN2CCc3nc(N4CCN(c5ccccc5F)CC4)ncc3C2)ccc1OC(C)C	-7%	-3%
COc1cccc(Cn2c(CNS(=O)(=O)c3ccc4c(c3)CCCC4)nc3cccnc32)c1	7%	41%[activator]
CC1CCN(C(=O)C(C)Sc2nc(-c3ccccc3)cc(C(F)(F)F)n2)CC1 (stereo not given)	-4%	?
COc1cc(NC(=O)CCCc2nnc3n(CC(C)C)c(=O)c4sccc4n23)cc(OC)c1	5%	-3%
O=C1CC(=O)CC(c2cc(F)cc(F)c2)C1	5%	0%
CCN(Cc1ccc(OC)c(F)c1)C(=O)Cn1cnc2c(cnn2C)c1=O	1%	3%
CCCc1cc(=O)oc2cc(C)cc(OCc3nn[nH]n3)c12	-2%	-6%
CCOC(=O)C1CCN(c2nc3ccccc3nc2C(C#N)C(=O)NCCOC)CC1 (stereo not given)	9%	0%
Cc1sc2c(c1C)c(=O)n(Cc1ccccc1)c(=O)n2CC(=O)N(C)c1ccccc1	?	-5%
CC(=O)Nc1ccc(S(=O)(=O)NCCc2cn3ccsc3n2)cc1	-4%	5%
C(=C1CC(=Cn2c3ccccc3c3ccccc32)C1)n1c2ccccc2c2ccccc21	-5%	-8%
CCC(C)(C)C1CCc2c(sc(NC(=O)CCl)c2C#N)C1 (stereo not given)	-11%	-14%
Cc1[nH]c2ccccc2c1C1N=C(N)Nc2nc3ccccc3n21 (stereo not given)	-5%	-10%
CCOC(=O)CNC(=O)CC(c1cc(OC)c(OC)c(OC)c1)N1Cc2ccccc2C1=O (stereo not given)	8%	17%
COc1ccc(-c2nc3sc(CCNC(=O)C(=O)Nc4cccc(NC(C)=O)c4)c(C)n3n2)cc1	-10%	-9%
Clc1ccc(Nc2c(-c3cccs3)nc3ccc(Cl)cn23)cc1	-8%	2%
Cc1cc(C)cc(NC(=O)CCCc2nc3ccccc3o2)c1	4%	-9%
CSc1ccc(C(C)=O)cc1	3%	-26%
CCn1cc(C(=O)N2CCN(c3cc(C)ccc3C)CC2)c(=O)c2cc(S(=O)(=O)N3CCCCC3)ccc21	-2%[57.5 µM]	27%[57.5 µM]
Cc1ccc(/C=C/c2onc(C)c2S(=O)(=O)N2CCC(C(=O)N3CC(C)Oc4ccccc43)CC2)cc1 (stereo not given)	-11%	2%
O=C(Cn1nc(-c2cccs2)c2ccccc2c1=O)NC1CCCC1	-2%	-5%
CSc1nn(Cc2ccccc2C)c(NC(C)=O)c1S(=O)(=O)c1ccc(C)cc1	-4%	-3%
CN(C(=O)c1ccc(Br)cc1)C1CCCCC1	-6%	-8%
CCn1cc2nc(SCC(=O)Nc3cc(OC)cc(OC)c3)n(Cc3ccc(Cl)cc3)c(=O)c2n1	-16%	-19%
CCOC(=O)C1CCC(CN(Cc2ccccc2)S(=O)(=O)c2ccc(Cl)cc2)CC1 (stereo not given)	-7%	-17%
COc1ccc(NC(=O)CC2C(=O)N(c3cccc(OC)c3)C(=O)N2CCC2=CCCCC2)cc1 (stereo not given)	15%	4%
CCCc1nnc(SCc2cc(=O)c3c(C)cc(C)cc3[nH]2)n1C	-7%[57.5 µM]	-10%
CCC1CCCCN1C(=O)CCc1ccsc1 (stereo not given)	4%	-2%
COC(=O)C(C)Oc1ccc2c(=O)c(-c3ccccc3)c(C(F)(F)F)oc2c1 (stereo not given)	8%	-6%
COc1ccc(NC(=O)CC2Oc3ccc(C)cc3NC2=O)cc1Cl (stereo not given)	-10%	-18%
COc1ccc(C(=O)N/C(=C\c2ccc(-c3cccc(C(F)(F)F)c3)o2)C(=O)NC(C)C)cc1	3%	-1%
COc1cc(NC(=O)CSc2cc(=O)n(C)c3ccccc23)cc(OC)c1OC	-19%	-8%
CC(=O)N1CCN(C(=O)COc2ccc(N(C)S(=O)(=O)c3cccs3)cc2)CC1	3%	2%
COc1cccc(NC(=O)C(C)Sc2nncn2-c2ccccc2)c1 (stereo not given)	2%	5%
(more compounds)
SMILES	UDG counterscr	AID inh
COc1cc(/C=C/c2ccc3cccc([N+](=O)[O-])c3n2)ccc1O	-4%	-23%
Cc1ccc(-n2c(SCC(=O)Nc3cccc(Cl)c3)nc3n[nH]c(C)c3c2=N)cc1	-13%	-20%
COc1ccc(C(=O)N2CC(=O)Nc3ccc(C)cc3C2c2ccccc2)c(OC)c1 (stereo not given)	-6%	-8%
CCCSc1nnc2n(C)c(=O)c3c(n12)-c1ccccc1CC31CCCCC1	-12%	?
O=C(Nc1sc2c(c1C(=O)O)CCCC2)c1cccnc1	-5%	-1%
CC1CCN(CCNC(=O)c2ccc(Cn3c(SCc4ccccc4)nc4cccnc43)cc2)CC1	-19%	-26%
Cc1ccc2[nH]c3c(=O)n(CC(=O)NCc4ccco4)ncc3c2c1	28%	-2%
COc1ccc(Cl)cc1NC(=O)c1ccc2nc(Cc3ccccc3)oc2c1	-10%	-19%
CCOC(=O)c1ccc(NC(=O)Cn2nnc(-c3ccc(C(F)(F)F)cc3)n2)cc1	-5%	-20%
COc1ccccc1-c1noc(-c2ccc(NCc3ccccc3)c([N+](=O)[O-])c2)n1	2%	-10%

A second format for part of the listing above:
| canonical_smiles | UDG counterscr | AID inh |
| --- | --- | --- |
| CCOC(=O)c1c(Oc2ccc(C(=O)OC)cc2)nnc(-c2ccccc2)c1-c1ccccc1 | -7% | ? |
| Cc1ccc(S(=O)(=O)c2cn(CC(=O)Nc3ccc(C)c(Cl)c3)c3ccc(C)cc3c2=O)cc1 | -3% | -13% |
| COc1cc(C#N)cc(OC)c1OC | 2% | 5% |
| COc1ccc(C)cc1NC(=O)c1ccc2c(c1)CCN2S(=O)(=O)c1ccc(Cl)cc1 | -5% | ? |
| Oc1ccc(C2(c3ccccc3O)CCCCC2)cc1 | 3% | -1% |
| CCCCCn1nc(C(=O)Nc2ccc3nc(N4CCOCC4)sc3c2)c2ccccc2c1=O | -1% | 11% |
| COc1cc(CN2CCc3nc(N4CCN(c5ccccc5F)CC4)ncc3C2)ccc1OC(C)C | -7% | -3% |
| COc1cccc(Cn2c(CNS(=O)(=O)c3ccc4c(c3)CCCC4)nc3cccnc32)c1 | 7% | 41%[activator] |
| CC1CCN(C(=O)C(C)Sc2nc(-c3ccccc3)cc(C(F)(F)F)n2)CC1 (stereo not given) | -4% | ? |
| COc1cc(NC(=O)CCCc2nnc3n(CC(C)C)c(=O)c4sccc4n23)cc(OC)c1 | 5% | -3% |
| O=C1CC(=O)CC(c2cc(F)cc(F)c2)C1 | 5% | 0% |
| CCN(Cc1ccc(OC)c(F)c1)C(=O)Cn1cnc2c(cnn2C)c1=O | 1% | 3% |
| CCCc1cc(=O)oc2cc(C)cc(OCc3nn[nH]n3)c12 | -2% | -6% |
| CCOC(=O)C1CCN(c2nc3ccccc3nc2C(C#N)C(=O)NCCOC)CC1 (stereo not given) | 9% | 0% |
| Cc1sc2c(c1C)c(=O)n(Cc1ccccc1)c(=O)n2CC(=O)N(C)c1ccccc1 | ? | -5% |
| CC(=O)Nc1ccc(S(=O)(=O)NCCc2cn3ccsc3n2)cc1 | -4% | 5% |
| C(=C1CC(=Cn2c3ccccc3c3ccccc32)C1)n1c2ccccc2c2ccccc21 | -5% | -8% |
| CCC(C)(C)C1CCc2c(sc(NC(=O)CCl)c2C#N)C1 (stereo not given) | -11% | -14% |
| Cc1[nH]c2ccccc2c1C1N=C(N)Nc2nc3ccccc3n21 (stereo not given) | -5% | -10% |
| CCOC(=O)CNC(=O)CC(c1cc(OC)c(OC)c(OC)c1)N1Cc2ccccc2C1=O (stereo not given) | 8% | 17% |
| COc1ccc(-c2nc3sc(CCNC(=O)C(=O)Nc4cccc(NC(C)=O)c4)c(C)n3n2)cc1 | -10% | -9% |

Profiles from above. Order of values: UDG counterscr	AID inh
CCOC(=O)c1c(Oc2ccc(C(=O)OC)cc2)nnc(-c2ccccc2)c1-c1ccccc1 across the screens: -7%	?
O=C(Nc1sc2c(c1C(=O)O)CCCC2)c1cccnc1 across the screens: -5%	-1%
Cc1ccc(/C=C/c2onc(C)c2S(=O)(=O)N2CCC(C(=O)N3CC(C)Oc4ccccc43)CC2)cc1 (stereo not given) across the screens: -11%	2%

Other records
SMILES	UDG counterscr	AID inh
O=C1CC(O)=C(Br)O1	5%	8%
COc1ccc(-n2cc(C(=O)NCCc3ccc(C)cc3)c3ccccc3c2=O)cc1	7%	9%
CC(O)(C#CCN1CCCCC1)C1CC2C=CC1C2 (stereo not given)	12%	13%
O=C(O)C1CCN(C(=O)Cn2ccc3ccc(Br)cc32)CC1	0%	-5%
CCC(=O)Nc1ccc2nc3c(=O)n(C)c(=O)n(C)c3nc2c1	1%[57.5 µM]	68%[activator]
c1ccc(CN2CCN(c3ncnc4c3cnn4-c3ccccc3)CC2)cc1	32%[activator]	-12%
COc1ccc(-c2cn3c(n2)sc2cc(C(=O)NCCCN4CCCCCC4)ccc23)cc1	6%[57.5 µM]	-12%
CC(C)Cn1c(=O)c2ccccc2n2c(CCC(=O)Nc3ccc(F)c(F)c3)nnc12	-7%	6%
Cc1cccc(Cn2cc(S(=O)(=O)c3cccc(Cl)c3)c(=O)c3cc(F)c(N4CCOCC4)cc32)c1	-12%	-17%
CCCCc1ccc(NC(=O)C23CC4CC(CC(C4)C2)C3)cc1	-5%	-2%
CCC(C)NC(=O)c1cccc(CNC(=O)C2CCCC2)c1 (stereo not given)	4%	-8%
Cc1cccc(NC(=O)c2cnc3sc(N4CCCC4)nn3c2=O)c1C	0%	7%
Cc1ccc(Cl)cc1NC(=O)Nc1cccc(OCc2cc(=O)n3ccccc3n2)c1	6%	10%
Cc1cc(C)nc(-n2nc(C)c3c2N(C)C(=O)CC3c2ccc(Cl)cc2)n1 (stereo not given)	16%	3%
CCc1ccccc1NC(=O)CN1C(=O)c2ccccc2Sc2ncccc21	-9%	8%
Cc1nc(-c2cccc(N3CC(C(=O)NCc4ccccc4C)CC3=O)c2)no1 (stereo not given)	3%	-5%
CCCc1c(C)nc2ncnn2c1Nc1ccc(C)cc1	-11%	-6%
Cc1oc(-c2ccc(Cl)cc2)nc1CS(=O)CC(=O)N1CCN(c2cccc(C(F)(F)F)c2)CC1 (stereo not given)	-11%[57.5 µM]	?
Cc1ccc(-c2cc(C(=O)Oc3ccc(Br)cc3)no2)cc1	-3%	0%
CCN(C(=O)Cn1nc(Cc2ccncc2)c2ccccc2c1=O)c1cccc(Cl)c1	6%	?
CC(C)NC(NC(=O)c1ccccc1)C(Cl)(Cl)Cl (stereo not given)	-2%	6%
CCOc1ccc(-n2nc3cc(C)c(NC(=O)c4cc(OCC)c(OCC)c(OCC)c4)cc3n2)cc1	4%[57.5 µM]	41%[activator][57.5 µM]
CCn1cc2c(n1)-c1c(oc(C(=O)Nc3cccc(C)c3C)c1C)CC2	-21%[57.5 µM]	?
O=S(=O)(c1cccc2ccccc12)N1CCN(c2ccc(Cl)c(Cl)c2)CC1	1%	-23%
Cc1ccc(CN(Cc2cccn2-c2nnc(N3CCCC3=O)s2)C(=O)Nc2ccccc2Cl)cc1	-4%	-8%
Cc1ccc2c(C)c(CCC(=O)Nc3ccc(C)c(F)c3)c(=O)oc2c1	-3%	6%
